# EP2 antag = inhibitors of human EP2 prostaglandin E2 receptor. 260,000 tested, 0.52% active. C6 glioma cells expressing human EP2, cAMP TR-FRET; cells stimulated with saturating PGE2. inhibition, % at 25 µM;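 active = percent inhibition above 40 after rounding to a whole number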;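 note: rat C6 glioma host cells with rolipram phosphodiesterase inhibitor present; the protocol text gives 20 µM as final concentration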
# L929 necroptosis = blocks zVAD induced death of L929 cells; viability rescue, % at 10 µM; 220,000 tested, 0.38% active; L929 zVAD necroptosis rescue, ATP luminescence, 24 h; with zVAD 60 µM;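 active = activation, scaled between plate controls, above about 75%, limit read from the data; inactive = activation under that limit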;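 note: 0% = zVAD with DMSO and 100% = DMSO alone without zVAD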
# FXIa inh = blocks human coagulation factor XIa protease activity; P03951; purified FXIa, Boc-Glu-Ala-Arg-AMC fluorogenic substrate; inhibition, % at 5 µM; 220,000 tested, 0.14% active; AID 798;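 active = inhibition of at least 40%; inactive = inhibition below 40%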;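 note: fluorescence of freed AMC excited at 355 nm; 0% = enzyme without compound and 100% = no enzyme blank; many of its hits are not listed in these tables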
# FXIIa inh = inhibitors of human coagulation factor XIIa. P00748. inhibition, % at 5 µM. purified FXIIa, Boc-QGR-AMC fluorogenic substrate, 2 h. AID 800. 220,000 tested, 0.3% active; in the data active = inhibition above about 40%;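 note: 0% = enzyme with no compound and 100% = blank without enzyme; many of its hits are not listed in these tables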
# TbHK1 inh = T. brucei hexokinase 1 inhibition. recombinant TbHK1, G6PDH-coupled NADH A340. inhibition, % at 10 µM. 220,000 tested, 0.11% active. AID 1430;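 active = inhibition of 50% or more in the single-dose primary screen; inactive = inhibition below 50%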
# Wee1 stabilizer = blocks degradation of human Wee1 kinase; P30291; AID 1321; HeLa Luc-Wee1K328M stability, luciferase luminescence; 100% = proteasome inhibitor MG132 effect; 220,000 tested, 1.2% active; reporter increase, % at 5 µM;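 active = activation above the mean of all tested compounds plus 3 SD, set per screening run, cut at about 8.8% in these data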;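 note: cells exposed to compound for 20 h before luminescence read; 0% = DMSO alone and 100% = MG132 at 30 µM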
# Target sequence (P30291 whole entry K328M): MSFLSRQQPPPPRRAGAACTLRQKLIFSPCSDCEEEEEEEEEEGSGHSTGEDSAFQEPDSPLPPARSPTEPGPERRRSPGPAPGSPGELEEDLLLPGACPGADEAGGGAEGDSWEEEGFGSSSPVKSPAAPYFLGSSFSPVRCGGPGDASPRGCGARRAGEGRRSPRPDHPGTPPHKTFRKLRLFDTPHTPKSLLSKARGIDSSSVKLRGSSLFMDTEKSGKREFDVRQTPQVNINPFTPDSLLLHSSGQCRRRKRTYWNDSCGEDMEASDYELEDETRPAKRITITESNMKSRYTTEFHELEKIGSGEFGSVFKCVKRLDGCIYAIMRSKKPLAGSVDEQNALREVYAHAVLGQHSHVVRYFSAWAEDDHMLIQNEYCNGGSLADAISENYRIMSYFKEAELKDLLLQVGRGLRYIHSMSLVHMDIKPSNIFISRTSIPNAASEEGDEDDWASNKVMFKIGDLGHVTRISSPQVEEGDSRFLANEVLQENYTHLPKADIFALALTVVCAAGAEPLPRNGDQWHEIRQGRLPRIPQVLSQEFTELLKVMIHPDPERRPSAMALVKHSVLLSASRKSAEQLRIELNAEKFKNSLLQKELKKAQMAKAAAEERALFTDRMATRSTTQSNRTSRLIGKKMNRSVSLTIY
# CHOP inhibitor = CHOP inhibition in unfolded protein response; CHO-K1 CHOP-promoter luciferase, tunicamycin-induced, 15-18 h; inhibition, % at 10 µM; 220,000 tested, 3.8% active; AID 2732;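 active = compounds that reduced the stress-induced luciferase reporter signal by more than about 70% of percent inhibition, limit read from the data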;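 note: 0% = tunicamycin plus vehicle and 100% = wells without tunicamycin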
# PPC-1+TRAIL kill = kills PPC-1 cancer cells in the presence of TRAIL; PPC-1 cells + TRAIL, ATPLite viability luminescence; cell killing (% activity), % at 4 µM; 220,000 tested, 0.41% active; AID 1443;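 active = cell killing above 50% in the first pass at 4 µM, then a duplicate retest at 5 µM averaging 50% or more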;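 note: plate controls were cells with TRAIL plus DMSO for no effect and medium-only wells lacking cells for full effect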
# TNF death inh = TNF-alpha cell death inhibition in Jurkat FADD-/- cells; Jurkat FADD-/- TNF necroptosis rescue, ATP luminescence, 24 h; 0 = TNF only, 100 = no-TNF cells; activation (protection from cell death), % at 10 µM; 220,000 tested, 0.068% active;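 active = activation, meaning protection from cell death, of at least 50% relative to plate controls; inactive = activation below 50%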;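 note: necroptosis triggered by 40 ng/mL TNF-alpha added together with compound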
# * marks the source's active call; other numbers are inactive results; . = not tested or not shown; & = joins results of further samples. Not all compounds are listed (hit frequency here may not be typical).
SMILES,EP2 antag,L929 necroptosis,FXIa inh,FXIIa inh,TbHK1 inh,Wee1 stabilizer,CHOP inhibitor,PPC-1+TRAIL kill,TNF death inh
O=C(NC1CCNCC1)C1CC1,10,3.3,-2,8,4,1,-2,9,-0.1
Clc1ccc(-c2nnc(NC3=NCCCCC3)o2)cc1,7,-0.2,-10,-1,50*,0,56,48,0.2
CCOC(=O)c1cc(-c2ccccc2)sc1NC(=O)COC(=O)c1ccc(Cl)c(S(N)(=O)=O)c1,6,0.4,1,4,-9,-4,46,28,0.3
COc1ccc(CCN(C)CCC(=O)Nc2ccc(C)cc2)cc1OC,7,-0.8,6,13,11,1,4,1,2.4
CCC1=[N+]([O-])C(C)(/C(C)=N\O)N(O)C1(C)C (stereo not given),6,0.9,3,11,5,0,24,19,1.1
O=C(CSc1nc2ccccc2[nH]1)NC1CCS(=O)(=O)C1 (stereo not given),5,0.1,-2,15,-8,1,9,18,-0.3
CC(C)NC(=O)CSc1nccc(-c2cccs2)n1,11,1.4,4,6,-25,1,18,-6,5.0
CC(C(=O)NCC1CCCO1)N(C(=O)c1snc(C(N)=O)c1N)c1cccc(F)c1 (stereo not given),8&6,1.7,-2,12,-15,-1,8,-8,0.9
CSc1nc(C)cc(OCC(=O)n2nc(C)cc2C)n1,7,0.1,0,12,2,-1,34,14,-2.3
COc1cc(-c2nnc(CSc3nc4ccccc4s3)o2)cc(OC)c1OC,13,-0.2,-3,7,2,-4,-1,6,-5.0
COc1ccc(CCN(C(=O)c2cccc(F)c2)C2CC(=O)N(c3ccccc3)C2=O)cc1 (stereo not given),5,1.6,-1,4,-4,1,12,4,1.2
CN(Cc1nc(-c2cnccn2)no1)CC1CCN(Cc2ccccc2)CC1,7,-1.8,-3,13,-1,3,-10,13,1.8
COC(=O)CCC(=O)NC(=S)Nc1sc(C)c(C)c1C(N)=O,10,0.4,-3,-4,33,5,11,16,-8.1
CCC1(C)CC(C(N)=S)CCO1 (stereo not given),3,0.3,-3,0,33,-3,-27,7,-0.3
O=C(CCC(=O)OCC(F)(F)C(F)F)Nc1ccccc1F,11,2.3,0,11,1,-1,-13,-9,0.6
O=C(N/N=C/c1cccs1)c1cccc(NC(=O)c2ccccc2Cl)c1,7,2.2,0,7,-19,6,1,18,2.9
O=C(O)C1C2C=CC(O2)C1C(=O)NCc1ccc2c(c1)OCO2 (stereo not given),4,0.5,15,12,7,-1,-9,22,-0.8
O=S(=O)(c1ccc(F)cc1)N1CCN(Cc2ccccn2)CC1,9,0.1,-3,3,-2,-4,-21,5,1.7
Cc1ccc(S(=O)(=O)N2CCOCC2)cc1C(=O)Nc1nc2ccccc2[nH]1,14,4.1,1,9,-7,0,-19,3,-1.2
Cc1c(NC(=O)c2ccc3c(c2)OCO3)c(=O)n(-c2ccccc2)n1C,11,0.5,0,10,-5,5,-6,19,0.5
CC1=NN(c2ccccc2)C(=O)/C1=C/C=C/C=C/N(C)C,10,1.1,6,12,-6,-1,-2,.,-6.2
Cc1cc(C)c(-n2c(SCc3nc4ccccc4s3)n[nH]c2=O)c(C)c1,7,0.6,-3,4,2,-2,52,4,-1.4
Cc1sc2nc(SCC(=O)NCCO)n(-c3ccccc3)c(=O)c2c1C,11,-0.5,0,11,-27,1,8,18,-1.7
C=CCN1C(=O)CSc2ccc(C(=O)N3CCC(C)CC3)cc21,5,-0.2,-3,3,-2,0,18,4,-2.0
COc1ccc(C(=O)N/N=C(\C)c2ccc3c(c2)C2C=CCC2C(c2ccccc2)N3)cc1 (stereo not given),9,.,5,6,-23,1,-9,2,-5.3
SMILES,EP2 antag,L929 necroptosis,FXIa inh,FXIIa inh,TbHK1 inh,Wee1 stabilizer,CHOP inhibitor,PPC-1+TRAIL kill,TNF death inh
CCCn1c(=O)n(N)c2ccccc21,4,0.4,5,11,1,2,5,2,1.0
CCOc1ccc(CC(=O)NNC(=S)NC)cc1,5,0.1,5,8,-3,14*,-18,7,1.0
COc1cc(C(=O)Nc2ccc(OCC(=O)O)cc2)cc(OC)c1OC,1,0.8,-9,-3,-3,2,-8,-10,1.0
O=C(NN1S(=O)(=O)c2ccccc2S1(=O)=O)c1ccc(Br)cc1,6,0.4,-9,2,0,-3,-4,-9,2.2
Cc1ccc(SC2=C(Sc3ccc(C)cc3)C(=O)c3ccccc3C2=O)cc1,12,24,3,6,-6,1,-44,5,-26
CCOc1cc(/C=C(\C#N)C(=O)Nc2ccccc2[N+](=O)[O-])ccc1OCc1cccc2ccccc12,8,1.1,1,11,-5,2,42,-3,0.6
COc1ccc(OC)c(S(=O)(=O)N2CCC(C(=O)NCc3ccccc3)CC2)c1,9&11,0.6,5,12,6,-1,2,16,0.1
COc1c(C)cccc1C(=O)Nc1cc(-c2nn3c(C)nnc3s2)ccc1C,6,0.1,.,.,-5,-2,.,.,-6.4
Cc1ccc(C)c(Cn2c(C)nc3c(sc(=S)n3-c3ccccc3)c2=O)c1,3,1.4,-7,3,-25,0,-7,25,0.2
O=C(CN1C(=O)/C(=C2\SC(=S)N(C3CCS(=O)(=O)C3)C2=O)c2ccccc21)Nc1ccccc1 (stereo not given),3,2.2,-4,7,23,1,20,19,-12
CC(=O)OC(COc1ccccc1)Cn1cnc2ccccc21 (stereo not given),13&15,1.4,-4,10,-4,3,2,.,-0.3
COc1ccc(C(=O)NNC(=O)CCCCC(=O)NNC(=O)c2ccc(OC)cc2)cc1,3,1.0,-2,7,-1,0,-2,-10,-0.5
COc1ccc(C2C(Oc3ccccc3)C(=O)N2c2ccc(C)c(C)c2)cc1OC (stereo not given),15,2.0,.,.,-1,1,.,.,-0.3
Cn1nccc1NC(=O)Nc1ccc(Cl)cc1,6,0.5,5,9,-8,4,-31,1,-0.8
Cc1ccc(OCC(=O)Nc2ccc(N3CCOCC3)cc2)cc1,13,0.6,0,10,-8,-2,8,16,-0.2
CC1(C)CC(=O)C2=C(C1)OC(N)=C([N+](=O)[O-])C2c1cccs1 (stereo not given),3,0.4,3,1,4,-1,15,19,1.7
CCOC(=O)N1CCN(CC(=O)Nc2ccc(Oc3ccccc3)cc2)CC1,.,0.1,-4,10,7,-1,82*,4,0.2
O=C(CN1CCOc2ccccc21)NC1CC1,6,-0.2,.,.,-5,-1,.,.,-0.2
Cc1cc(NC(=O)c2ccccc2F)ncc1NC(=O)c1cccs1,14&16,8.9,-2,6,-3,0,-11,-17,0.3
O=C(CNC(=O)c1ccccc1)OCc1nnc(-c2ccc(Cl)cc2)o1,4,0.5,1,11,1,0,-17,-18,-1.0
COC(=O)C1CCN(Cc2cn(Cc3ccccc3)nc2-c2cc3ccccc3o2)CC1,5,-0.4,-4,5,7,0,35,-7,2.5
COc1ccc(C2CC(c3ccccc3)=NN2C(=O)COC(=O)c2cnc(Cl)c(Cl)c2)cc1 (stereo not given),7,-0.9,9,11,29,1,-20,2,-0.7
C=CCc1cc(/C=C2/NC(=O)NC2=O)cc(OCC)c1O,10,18,-2,4,-39,0,20,7,0.4
O=C(OCC(=O)N1CCOCC1)c1ccccc1Cc1ccccc1,6,-0.8,-11,-7,0,-1,8,-8,0.1
NC(=O)COC(=O)c1ccc(Cl)c(S(=O)(=O)N2CCCCCC2)c1,3,2.5,0,9,-8,0,12,-3,0.1
SMILES,EP2 antag,L929 necroptosis,FXIa inh,FXIIa inh,TbHK1 inh,Wee1 stabilizer,CHOP inhibitor,PPC-1+TRAIL kill,TNF death inh
CCOC(=O)N1CCN(CC(=O)Nc2c(C(=O)OC)[nH]c3ccc(Cl)cc23)CC1,.,1.9,7,20,-2,1,.,12,-8.7
CSc1nc2ccccc2n1C(=O)Oc1ccccc1,4,-0.1,1,10,2,3,51,32,-6.0
COc1ccc(C2CC(=O)C=C(NC3CCCC3)C2)cc1 (stereo not given),7,1.1,7,11,2,-1,18,8,-1.4
C/C(=N\NS(=O)(=O)c1ccc(Cl)cc1)c1ccc(O)cc1,6,-0.1,-6,-5,-6,-2,38,-16,-1.8
CCOC(=O)c1ccccc1NC(=O)Cn1c(-c2nonc2N)nc2ccccc21,16,-0.9,2,-4,4,1,.,20,-15
Cc1ccccc1Nc1nc(-c2sc(NC(=O)c3ccc([N+](=O)[O-])cc3)nc2C)cs1,11,0.8,0,11,-4,0,34,-3,1.2
N#Cc1ccccc1NCc1ccccc1,8,-0.1,-4,-2,48,0,13,5,-0.4
CN(NC(N)=O)c1ncc(C(F)(F)F)cc1Cl,2,-0.1,-5,6,1,-1,6,8,-1.3
CC(Oc1cc(F)ccc1[N+](=O)[O-])C(=O)N(C)CC(=O)Nc1ccccc1C(F)(F)F (stereo not given),3,4.9,-2,-3,-2,-1,-4,-22,1.7
CCOC(=O)c1c(-c2ccccc2)oc2ccc(O)c(CN3CCOCC3)c12,13,-0.2,-2,-5,-13,1,109*,-4,-2.0
O=C(O)c1ccc2c(c1)C(=O)N(Cc1ccccc1)C2=O,7,0.0,9,3,-4,-1,17,20,0.0
CCCOc1ccc2c(=O)c(-c3cc(C(=O)OC)oc3C)c(C)oc2c1,1,-0.3,-1,-1,4,1,65,10,-4.2
CCCC(CCC)C(=O)Nc1cccc(C(=O)O)c1,5,-0.2,-3,22,3,-2,2,33,2.1
Cc1cc(C)nc(Sc2c(F)c(F)c(C(F)(F)F)c(F)c2F)n1,10,0.8,-3,13,-6,1,14,-4,-0.3
O=C(Nc1nc(COc2ccccc2)cs1)C12CC3CC(CC(C3)C1)C2,4,-0.6,-4,5,7,3,56,13,-5.4
